Bioassay records (PubChem BioAssay)
GRK2 aptamer HTS = human GRK2 inhibition via aptamer displacement. P25098. inhibition of aptamer binding, % at 10 µM. bead flow cytometry, FAM-aptamer displacement from GRK2. actives 0.59% (n = 330,000);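 active = inhibition of aptamer binding above 40%, roughly 3 SD of noise, on plates passing a quality check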;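 also: median bead fluorescence of bound FAM aptamer so fluorescent compounds give negative values; no value below 0 was filed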
VLA-4 inh = inhibition in a human VLA-4 binding assay. P13612. VLA-4 expressing cells, ligand binding flow cytometry. inhibition, % (about 7 µM as worked out from the volumes in the protocol). actives 0.2% (n = 330,000). AID 2557; in the data active = inhibition above about 50%
Target sequence (P13612 whole entry, looked up): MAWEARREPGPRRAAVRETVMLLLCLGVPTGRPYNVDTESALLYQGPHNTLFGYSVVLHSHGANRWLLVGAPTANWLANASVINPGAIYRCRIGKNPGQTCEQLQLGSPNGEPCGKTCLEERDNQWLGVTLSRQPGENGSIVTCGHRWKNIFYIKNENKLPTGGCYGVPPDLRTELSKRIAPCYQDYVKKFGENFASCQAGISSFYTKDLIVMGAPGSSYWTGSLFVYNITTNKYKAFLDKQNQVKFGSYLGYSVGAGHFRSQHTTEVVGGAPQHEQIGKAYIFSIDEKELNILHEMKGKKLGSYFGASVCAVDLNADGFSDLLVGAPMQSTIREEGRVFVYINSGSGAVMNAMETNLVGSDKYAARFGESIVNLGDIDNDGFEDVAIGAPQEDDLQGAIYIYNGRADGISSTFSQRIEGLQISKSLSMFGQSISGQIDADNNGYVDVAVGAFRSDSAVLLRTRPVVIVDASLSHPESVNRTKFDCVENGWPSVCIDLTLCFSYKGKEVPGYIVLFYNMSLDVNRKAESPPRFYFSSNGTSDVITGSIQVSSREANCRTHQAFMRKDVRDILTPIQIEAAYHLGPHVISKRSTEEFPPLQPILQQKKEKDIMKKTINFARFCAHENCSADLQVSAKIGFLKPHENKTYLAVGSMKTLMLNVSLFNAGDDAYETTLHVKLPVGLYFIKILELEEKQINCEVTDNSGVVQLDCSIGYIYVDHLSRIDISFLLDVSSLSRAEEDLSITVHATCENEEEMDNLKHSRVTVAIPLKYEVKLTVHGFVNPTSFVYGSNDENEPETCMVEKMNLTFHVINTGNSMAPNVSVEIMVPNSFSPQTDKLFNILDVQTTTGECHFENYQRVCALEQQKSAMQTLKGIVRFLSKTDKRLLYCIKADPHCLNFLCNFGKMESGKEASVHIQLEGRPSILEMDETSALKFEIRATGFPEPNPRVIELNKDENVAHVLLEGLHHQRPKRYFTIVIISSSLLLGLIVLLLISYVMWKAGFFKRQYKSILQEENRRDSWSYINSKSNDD
CIT2 TOR yeast = modulators of TOR pathway CIT2-GFP in S. cerevisiae; S. cerevisiae CIT2-GFP strain, flow cytometry, 3 h; 100 means same as DMSO wells; GFP response vs DMSO, % at 10 µM; actives 0.065% (n = 320,000);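 active = GFP response relative to DMSO above a set limit, near the screen mean plus 3 SD, cut at about 150% in these data; inconclusive = Fewer than 70 cells measured for a yeast strain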;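 also: ratio of well median GFP fluorescence to mean of DMSO wells on the plate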
GASC-1 inh = inhibitors of human GASC-1 (JMJD2C) demethylase; GST-JMJD2C(1-420) H3K9me3 demethylation, DELFIA europium; inhibition, % at 2.35 µM; actives 0.069% (n = 330,000);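 active = more than half of a compound's replicate wells show inhibition beyond 50%, single wells judged on their own value; inconclusive = some, but no more than half, of replicates pass 50% inhibition; inactive = no replicate passes 50% inhibition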;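 also: signal counts dimethyl H3K9 product captured on neutravidin plate; 0% = median of DMSO wells and 100% = 0.3 times that DMSO median; strong numbers were not always called active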
AGP1-GFP MLPCN = alters AGP1-GFP fluorescence in TOR pathway yeast screen | GFP response vs DMSO, % at 10 µM | S. cerevisiae AGP1-GFP multiplex flow cytometry, 3 h; GFP as percent of DMSO wells | actives 0.02% (n = 320,000);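 active = GFP response relative to DMSO above a set limit, near screen average plus 3 SD, cut at about 150% in these data; inconclusive = fewer than 70 cells counted for the yeast strain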;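 also: median GFP channel fluorescence of the gated AGP1 strain per well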
LAP4-GFP MLPCN = alters LAP4-GFP fluorescence in TOR pathway yeast screen; S. cerevisiae LAP4-GFP multiplex, flow cytometry GFP, 3 h; median GFP as percent of DMSO wells; GFP response vs DMSO, % at 10 µM; actives 0.34% (n = 320,000);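 active = GFP response vs DMSO above a set limit, about the screen mean plus 3 SD, cut at about 150% in these data; inconclusive = under 70 cell events counted for the yeast strain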
MEP2 TOR yeast = alters MEP2-GFP fluorescence in TOR pathway yeast screen; S. cerevisiae MEP2-GFP strain, flow cytometry GFP, 3 h; 100% = DMSO control level; GFP response vs DMSO, % at 10 µM; actives 0.51% (n = 330,000);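 active = GFP response versus DMSO above a set limit, roughly screen mean plus 3 SD, cut at about 180% in these data; inconclusive = fewer than 70 cells counted for a yeast strain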;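 also: median GFP fluorescence of the barcode-gated MEP2-GFP cells per well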
RPL19A TOR yeast = alters RPL19A-GFP fluorescence in TOR pathway yeast screen; S. cerevisiae RPL19A-GFP strain, flow cytometry, 3 h; hits give low values; percent response vs DMSO, % at 10 µM; actives 0.3% (n = 330,000); AID 2025;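 active = percent response vs DMSO below 50%; inconclusive = fewer than 70 events counted for the yeast strain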;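 also: median channel GFP fluorescence of the barcoded RPL19A-GFP strain; ratio of sample median GFP to plate DMSO average so 100% = DMSO; lower means less RPL19A-GFP as with rapamycin TOR inhibition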
* = called active by the depositor; ? = inconclusive; · = not tested or not shown; & = joins results of further samples.

SMILES	GRK2 aptamer HTS	VLA-4 inh	CIT2 TOR yeast	GASC-1 inh	AGP1-GFP MLPCN	LAP4-GFP MLPCN	MEP2 TOR yeast	RPL19A TOR yeast
Cc1c(C(=O)/C=C/N(C)C)nnn1-c1ccc(Cl)cc1C#N	1	-9	97	10	97	105	112	105
CCCc1cc(=O)oc2cc(OCC(=O)Nc3ccc(S(N)(=O)=O)cc3)ccc12	2	6	95	61	99	93	108	101
Cc1c(Cl)cccc1NC(=O)c1cc(S(=O)(=O)N2CCOCC2)cn1C	3	-11	99	7	97	98	101	98
O=S(=O)(c1ccc(=S)[nH]c1)N1CCOCC1	0	21	98	8	99	103	102	100
CCn1cc(SCC(=O)NCc2ccc3c(c2)OCO3)c2ccccc21	0	-19	119	3	115	105	96	105
COc1ccc(/C=N/N=C2/NC(=O)C(c3ccccc3)S2)c(OC)c1 (stereo unspecified)	2	27	97	9	105	102	100	100
CCN(CC)c1ccc(/C=N/O)cc1	4	7	96	2	86	89	92	91
O=C(NCC1(O)CCCCC1)C1CCC(=O)N(CCc2ccccc2)C1 (stereo unspecified)	2	3	100	-8	100	95	97	107
O=C(COC(=O)COc1ccc(Cl)cc1)NC1CC1	1	-3	108	4	101	98	105	99
CCN(c1cccc(C)c1)S(=O)(=O)c1ccc(-c2coc(C)n2)cc1	6	-3	99	2	96	93	102	101
COc1ccccc1NC(=O)CC1S/C(=N/N=C2\CCCc3ccccc32)NC1=O (stereo unspecified)	2	11	86	-3	90	99	93	92
O=C(CSc1nc2ccccc2n1CC(=O)N1CCCC1)Nc1ccc2c(c1)OCO2	0	-12	95	1	87	91	97	90
CN(C)CCNC(=O)C1CC(=O)N(c2ccc(F)c(Cl)c2)C1 (stereo unspecified)	0	2	99	0	87	86	92	90
O=C(Oc1c(CN2CCOCC2)cc(Cl)c2cccnc12)c1ccccc1Br	1	26	97	0	102	104	100	97
Cc1cc2oc(=O)cc(CN3CCN(Cc4ccccc4)CC3)c2cc1O	1	9	97	-6	96	90	104	108
COc1ccc(/C=N\N=C2/SC(CC(=O)O)C(=O)N2c2ccc(O)cc2)cc1 (stereo unspecified)	2	-7	105	-6	107	97	102	103
CC(Oc1cccc(Cl)c1)C(=O)Nc1cc(S(=O)(=O)N2CCOCC2)ccc1N1CCCCC1 (stereo unspecified)	0	-10	102	7	107	105	103	103
CC1CC(C)CN(CC(C)(C)NS(=O)(=O)c2ccc(Cl)cc2)C1 (stereo unspecified)	0	-23	116	6	101	101	111	101
CC(C)C(=O)Nc1nnc(SCc2cccc(F)c2)s1	0	11	91	-6	96	98	108	96
COc1ccc(S(=O)(=O)N(C)C[C@H]2Oc3ccc(NC(=O)Nc4ccc(C(F)(F)F)cc4)cc3C(=O)N([C@H](C)CO)C[C@@H]2C)cc1	8	9	89	23	98	102	99	97

Structures shown so far that have two or more sulfur atoms, in the order listed:
SMILES	GRK2 aptamer HTS	VLA-4 inh	CIT2 TOR yeast	GASC-1 inh	AGP1-GFP MLPCN	LAP4-GFP MLPCN	MEP2 TOR yeast	RPL19A TOR yeast
O=S(=O)(c1ccc(=S)[nH]c1)N1CCOCC1	0	21	98	8	99	103	102	100
CC(C)C(=O)Nc1nnc(SCc2cccc(F)c2)s1	0	11	91	-6	96	98	108	96

Further records.
SMILES	GRK2 aptamer HTS	VLA-4 inh	CIT2 TOR yeast	GASC-1 inh	AGP1-GFP MLPCN	LAP4-GFP MLPCN	MEP2 TOR yeast	RPL19A TOR yeast
COc1ccccc1CC(=O)NCc1nn(-c2ccccc2)nc1C	0	15	91	-1	93	113	102	96
CCOC(=O)C1=C(C)Nc2nc3ccccc3n2C1c1ccccc1 (stereo unspecified)	1	0	123	27	102	98	104	102
CCC(C(=O)OCCN(CC)CC)c1ccccc1 (stereo unspecified)	2	18	84	1	86	99	92	95
CCN1CCN(C(=O)CCNC(=O)Cn2ccc3ccccc3c2=O)CC1	0	-2	105	-3	109	107	112	107
COc1ccc(-n2nc([N+](=O)[O-])c(=NCCc3ccc(OC)c(OC)c3)n2O)cc1	5	15	98	2	100	98	99	102
FC(F)(F)c1cccc(NC(=S)Nc2ccc(Cl)cc2Cl)c1	2	90*	94	3	100	112	113	102
COC(=O)CNC(c1ccccc1Cl)c1cc(Br)ccc1NS(=O)(=O)c1ccc(C)cc1 (stereo unspecified)	2	11	94	-11	99	99	85	102
CN1CCN(C(=O)C2CCC(CNS(=O)(=O)c3cccc4cccnc34)CC2)CC1 (stereo unspecified)	1	-2	106	27	107	98	102	103
COc1ccc(NC(=O)NNC(=O)c2cc(C3CC3)nc3ccccc23)c(OC)c1	22	18	100	-39	97	89	107	108
O=S(=O)(NCC1CCCO1)c1ccc(Cl)cc1 (stereo unspecified)	0	14	100	4	92	91	93	99
CC1(C)CC[C@]2(C(=O)O[C@@H]3O[C@H](CO)[C@@H](O)[C@H](O)[C@H]3O)CC[C@]3(C)C(=CCC4[C@@]5(C)CC[C@H](O[C@@H]6O[C@H](C(=O)O)[C@@H](O[C@H]7OC[C@@H](O)[C@@H](O)[C@@H]7O)[C@H](O)[C@H]6O)C(C)(C)C5CC[C@]43C)[C@@H]2C1 (stereo partly specified)	0	1	95	12	100	105	101	96
CC12CCC(=O)N1C(C(=O)Nc1ccc(S(=O)(=O)N3CCCCC3)cc1)CS2 (stereo unspecified)	1	0	110	11	107	113	101	101
O=C(CN1CCN(C(=S)NC2CCCC2)CC1)Nc1ccc(Oc2ccccc2)cc1	0	16	96	2	95	88	79	90
CCOc1ccc(N(CC(=O)Nc2ccc(C)c(C)c2)S(=O)(=O)c2c(C)[nH]c(=O)[nH]c2=O)cc1	1	-1	97	17	93	98	98	96
Clc1ccc(SCCCCN2CCOCC2)cc1	0	-4	86	-2	92	82	82	91
COc1ccc(C2=NOC(C(=O)Nc3cccc(O)c3)C2)cc1 (stereo unspecified)	3	8	101	-3	104	99	101	104
CC(C)C(NS(=O)(=O)c1cccc2nsnc12)C(=O)NCCC1=CCCCC1 (stereo unspecified)	5	8	99	-4	103	104	102	99
Fc1ccc2c(c1)C(c1ccncc1)=NNC(c1ccc(Cl)cc1)=N2	4	1	·	-1	96	87	99	98
Cc1ccccc1NS(=O)(=O)c1ccc(C(=O)N2CCCC(C(F)(F)F)C2)cc1 (stereo unspecified)	0	1	79	?	87	82	96	86
CC(C)CC1=C/C(=C/c2ccc(-c3ccccc3)o2)C(=O)O1	0	-7	96	-4	97	104	101	103
CC(Sc1nc(N)cc(=O)[nH]1)C(=O)NC1CCCCC1 (stereo unspecified)	0	2	97	·	103	103	103	101
O=C1CC(N2CCN(c3ccc(S(=O)(=O)N4CCCC4)cc3)CC2)C(=O)N1c1ccc(F)cc1 (stereo unspecified)	0	-7	89	-7&0	93	95	91	96
CCOC(=O)c1cc(-c2ccccc2)n(CC(=O)Nc2ccc(OC)cc2)c1C	0	5	107	-7	95	87	102	106
O=[N+]([O-])c1cc(-c2nc3nc4ccccc4nc3n2CCc2ccccc2)cc([N+](=O)[O-])c1	0	-13	104	-3	96	94	102	94
Cc1ccnc(Nc2nc(-c3ccc(O)cc3O)cs2)c1	4	-7	90	-5	97	94	107	96
COc1cccc(CC(=O)Nc2ccc3c(c2)CCC3)c1	1	7	93	3	100	103	102	101
CCC(C)(C)n1nnnc1C(c1ccc2ncccc2c1)N1CCN2CCCC2C1 (stereo unspecified)	0	34	102	1	102	94	98	100
Cc1ccc(C)c(N2CCN(C(=O)CCC(=O)Nc3nnc(CC(C)C)s3)CC2)c1	2	8	91	56	77	93	105	93
COc1ccc2ccccc2c1/C=N/O	0	23	96	14	98	113	97	98
COCCNc1nc2nonc2nc1N1CCCC1c1nccs1 (stereo unspecified)	0	3	88	-3	·	92	90	87
O=S(=O)(NCc1ccc(Cl)cc1)c1ccc(Cl)nc1	0	13	103	-3	·	102	105	104
Cc1ccc(NC(=O)NC2CC(=O)N(c3ccc4c(c3)OCCO4)C2)c(C)c1 (stereo unspecified)	0	-1	94	64	96	102	95	97
CCOC(=O)c1ccc2c(c1)nc(SCC(=O)c1ccco1)n2CC	0	-8	95	8	93	·	88	95
O=c1c(O)c(-c2ccc3c(c2)OCO3)oc2ccccc12	1	-1	92	6	94	100	100	101
Cc1sc(N/N=C/c2cccs2)nc1-c1ccccc1	0	8	102	10	99	101	101	99
Cc1onc(-c2ccccc2)c1C(=O)OCC(=O)Nc1ccc2c(c1)OCO2	0	35	104	70	96	97	104	99
COc1ccc(-c2oc(=O)c3cc(OC)c(OC)cc3c2C#C[C@]2(O)CC[C@H]3[C@@H]4CCc5cc(OC)ccc5[C@H]4CC[C@@]32C)cc1	9	-2	97	1	105	121	107	94
Cc1ccc(C(=O)N/C(=C\c2ccc(F)cc2)C(=O)NCCCn2ccnc2)cc1	0	2	101	-13	100	94	103	103
C=CCc1c(C)nc(N)[nH]c1=O	1	17	91	4	89	94	95	90
CC(C)(C)C(=O)Nc1c2c(nn1-c1cccc(Cl)c1)CS(=O)(=O)C2	0	10	91	4	92	86	100	104
CCOC(=O)c1sc(Nc2ccccc2)nc1C	3	-10	91	6	80	105	100	·
COc1ccc(N(C(=O)c2ccco2)C(C(=O)NC2CCCC2)c2ccc(OC)c(OC)c2)cc1 (stereo unspecified)	3	9	102	14	102	90	104	107
CCCCCCCCOC(=O)c1c(CSC(=N)N)n(C)c2cc(Br)c(OC(C)=O)cc12	·	-2	83	2	102	142	105	90
Cc1noc(C)c1NC(=O)Nc1ccc2c(c1)C(=O)N([C@H](C)CO)C[C@H](C)[C@H](CN(C)C)O2	10	3	93	28	89	90	95	90
NC1=NC(=O)/C(=C/c2cccc(-c3ccc(S(N)(=O)=O)cc3)c2)S1	0	21	76	0	86	102	94	97
Cc1ccc(/C=C/c2onc(C)c2S(=O)(=O)N2CCC(C(=O)NC(C)(C)C)CC2)cc1	0	2	101	-5	102	103	103	96
COc1cccc(/C=C/C(=O)Nc2ccc(N3CCOCC3)cc2)c1OC	2	-3	76	-3	104	98	99	100
COc1ccc(-c2cc3cc(-c4cc(OC)c(OC)c(OC)c4)ccc3o2)cc1	1	16	94	2	93	92	95	99
Cc1cc(Nc2cccc(F)c2)n2nc(C)nc2n1	0	15	90	-6	96	98	101	100
COc1cc(NC(=O)Cc2ccc(S(=O)(=O)N3CCOCC3)s2)c(OC)cc1Cl	0	-4	102	12	109	105	107	104
(cont.)
SMILES	GRK2 aptamer HTS	VLA-4 inh	CIT2 TOR yeast	GASC-1 inh	AGP1-GFP MLPCN	LAP4-GFP MLPCN	MEP2 TOR yeast	RPL19A TOR yeast
COC(=O)c1cc(OC)c(OC)cc1NC(=O)C1CCC(=O)N1S(=O)(=O)c1ccc(C)cc1 (stereo unspecified)	0	2	87	0	92	92	92	94
Cc1ccc(CC(=O)N(C)CC(=O)N(CC(C)C)c2c(N)n(CC(C)C)c(=O)[nH]c2=O)cc1C	4	4	97	-26	116	119	101	100
CCOC(=O)c1c(CSc2ccccc2)n(C)c2ccc(O)cc12	1	9	107	-3	99	99	108	105
CCCc1ccc(-c2cc(C(=O)Nc3ccc([N+](=O)[O-])cn3)c3ccccc3n2)cc1	2	-5	90	-4	102	112	103	87
COC(=O)c1c(C)oc(C)c1S(=O)(=O)N1CCCC1	0	0	·	12	·	·	90	100
COC(=O)[C@H](Cc1ccccc1)NC(=O)N1Cc2ccccc2C[C@H]1C(=O)OC	0	8	92	1	108	111	105	96
Fc1ccc(OCc2nnc(-c3ccccc3Br)o2)c(Cl)c1	0	5	98	-5	98	98	110	104
C=CCn1c(SC(C)C(=O)NCCC2=CCCCC2)nc2ccccc2c1=O (stereo unspecified)	0	17	80	19	79	77	92	87

Rows were taken by chance; any-hit rate near 1.7%.
